Screening results from PubChem BioAssay.
PfGluPho inh: PfG6PD (Plasmodium falciparum) enzyme inhibition. PfGluPho enzyme, NADPH resazurin-diaphorase fluorescence. inhibition, % at 20 µM. 0.78% of 350,000 active;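 active = inhibition reaching at least a set limit at 20 µM in the primary screen, cut at about 59% in these data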;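 also: 0% = DMSO wells with substrate and 100% = DMSO wells lacking glucose-6-phosphate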
SENP7 block: blocks the human protease SENP7 | 1.5% of 330,000 active | recombinant SENP7, Z-RLRGG-aminoluciferin luminescence, 40 min | inhibition, % at 5 µM | AID 434973;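 active = inhibition above about 50% at the single test dose, limit read from the data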;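 also: plate controls were DMSO with enzyme for no effect and no enzyme buffer wells for full effect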
Target sequence (Q9BQF6 706-1050 limits assumed): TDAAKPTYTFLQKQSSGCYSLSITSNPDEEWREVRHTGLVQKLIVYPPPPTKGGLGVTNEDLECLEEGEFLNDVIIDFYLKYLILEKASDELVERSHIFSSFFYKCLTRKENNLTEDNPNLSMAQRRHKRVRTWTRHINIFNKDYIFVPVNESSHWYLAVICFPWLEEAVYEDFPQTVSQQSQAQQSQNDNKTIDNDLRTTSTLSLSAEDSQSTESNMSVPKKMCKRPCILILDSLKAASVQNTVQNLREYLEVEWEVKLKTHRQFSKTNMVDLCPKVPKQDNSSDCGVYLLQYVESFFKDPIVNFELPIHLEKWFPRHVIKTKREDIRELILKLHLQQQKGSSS
MPTP inh: inhibitors of mitochondrial permeability transition pore; 1.4% of 360,000 active; AID 602449; isolated mouse mitochondria, Ca2+ swelling absorbance, 30 min; inhibition, % at 10 µM;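 active = inhibition of 50% or more, scaled per plate between neutral and stimulator controls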;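 also: 0% = DMSO wells given calcium and 100% = 1 mM EGTA wells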
HKDC1 inhibitor: blocks human hexokinase HKDC1 activity. recombinant HKDC1, G6PDH/diaphorase resazurin coupled fluorescence. Q2TB90. AID 493160. 0.16% of 340,000 active. inhibition, % at 20 µM;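 active = inhibition above about 35% when tested at 20 µM, limit read from the data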;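 also: plate controls were DMSO wells with enzyme for no effect and DMSO wells lacking enzyme for full effect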
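Assay system: in-house recombinant HK5 (HKDC1) enzyme. Input: HKDC1 at 5 µg/mL. Medium: Tris pH 8.0 buffer with MgCl2, Tween-20, BSA, BME. Dosing: single 20 µM dose. Schedule: 90 min reaction incubation at room temperature, dark. Signal: resazurin-to-resorufin fluorescence via G6PDH and diaphorase coupling, 525/613 nm. Controls: DMSO-enzyme wells negative, buffer-substituted wells positive.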
SENP8 block: SENP8 (human) protease inhibition | Q96LD8 | recombinant SENP8, Nedd8 substrate fluorescence | 0.64% of 360,000 active | inhibition, % at 20 µM | AID 602440; in the data active = inhibition mostly above about 40%, no sharp cut-off; inactive = mostly below about 27%
Target sequence (Q96LD8 whole entry, looked up): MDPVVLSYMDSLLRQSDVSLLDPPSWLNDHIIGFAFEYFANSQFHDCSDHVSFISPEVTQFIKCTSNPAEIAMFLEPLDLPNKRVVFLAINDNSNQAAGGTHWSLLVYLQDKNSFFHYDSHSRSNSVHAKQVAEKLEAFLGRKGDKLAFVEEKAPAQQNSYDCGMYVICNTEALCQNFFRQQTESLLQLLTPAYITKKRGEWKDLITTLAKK
GRIN3A LBD mod: modulates the human NR3A ligand-binding domain; Tm shift relative to glycine control, % at 25 µM; 2.5% of 340,000 active; NR3A LBD differential scanning fluorimetry, Tm shift; 0% = protein alone, 100% = glycine-bound protein;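 active = melting temperature shift of at least 10% of the positive control shift, at one fixed dose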
SENP6 block: inhibitors of human SENP6 protease | Q9GZR1 | Recombinant SENP6 catalytic domain, aminoluciferin luminescence | inhibition, % at 10 µM | 1.8% of 330,000 active;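 active = inhibition above about 50% at the single tested dose, limit read from the data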;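 also: plate controls were DMSO wells with enzyme for no effect and DMSO wells lacking enzyme for full effect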
Target sequence (Q9GZR1 628-1112 limits assumed): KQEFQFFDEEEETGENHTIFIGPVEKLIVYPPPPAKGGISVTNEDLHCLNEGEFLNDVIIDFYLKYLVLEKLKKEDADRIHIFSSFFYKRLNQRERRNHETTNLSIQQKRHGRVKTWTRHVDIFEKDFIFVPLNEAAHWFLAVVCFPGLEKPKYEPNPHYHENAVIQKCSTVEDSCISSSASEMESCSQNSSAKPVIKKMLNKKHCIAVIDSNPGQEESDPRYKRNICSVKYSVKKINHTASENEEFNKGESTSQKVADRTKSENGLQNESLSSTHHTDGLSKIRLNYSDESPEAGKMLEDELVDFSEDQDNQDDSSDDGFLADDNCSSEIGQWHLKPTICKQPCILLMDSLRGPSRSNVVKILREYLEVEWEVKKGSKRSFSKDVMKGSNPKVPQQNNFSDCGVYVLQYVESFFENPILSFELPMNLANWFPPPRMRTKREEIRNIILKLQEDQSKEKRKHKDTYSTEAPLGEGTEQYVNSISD
ATG4B inh: blocks human ATG4B protease cleavage of LC3 substrate; AID 504462; 0.51% of 340,000 active; ATG4B cleavage of LC3-PLA2, NBD-HPC fluorescence, 1 h; Q9Y4P1; inhibition, % at 8.33 µM; in the data active = inhibition above about 40%
Numbers without * were called inactive.

`COc1ccc(-n2c(CNCCc3ccc(C)cc3)nc3ccccc3c2=O)cc1` gave PfGluPho inh 1, SENP7 block 1, MPTP inh -2.1, HKDC1 inhibitor -2, SENP8 block 12, GRIN3A LBD mod -1, SENP6 block -4 and ATG4B inh -10.
For C[n+]1c(-c2ccccc2)cc(-c2ccc(Cl)cc2)cc1-c1ccccc1 the results were PfGluPho inh 6, SENP7 block 8, MPTP inh 0.2, HKDC1 inhibitor -6, SENP8 block -375, GRIN3A LBD mod 0, SENP6 block -2 and ATG4B inh 1.
`CC1=CC(=C2C(=O)NC(=O)NC2=O)C=C(C(F)(F)F)N1C(C)C` gave PfGluPho inh 4, SENP7 block 1, MPTP inh 0.5, HKDC1 inhibitor 1, SENP8 block 11, GRIN3A LBD mod 0, SENP6 block 3 and ATG4B inh -6.
OC1(c2cccnc2)CC2CCC(C1)N2Cc1nnnn1Cc1ccccc1 (stereo not drawn) was read as PfGluPho inh 4, SENP7 block 0, MPTP inh 1.1, HKDC1 inhibitor -4, SENP8 block 21, GRIN3A LBD mod 2, SENP6 block -12 and ATG4B inh -1.
`O=S(=O)(c1ccccc1)N1CCCCC1c1cccnc1` (stereo not drawn) gave PfGluPho inh 41, SENP7 block -8, MPTP inh -0.8, HKDC1 inhibitor -4, SENP8 block 4, GRIN3A LBD mod 0, SENP6 block -7 and ATG4B inh -4.
`Cc1sc2ncnc(N3CCC(C(=O)Nc4ccc(C#N)c(Cl)c4)CC3)c2c1C` gave PfGluPho inh 11, SENP7 block 9, MPTP inh 26, HKDC1 inhibitor -9, SENP8 block -53, GRIN3A LBD mod 8, SENP6 block -14 and ATG4B inh -6.
C=C(C)CSc1nnc([C@@H](N)Cc2ccccc2)o1 was read as PfGluPho inh 1, SENP7 block -6, MPTP inh -2.9, HKDC1 inhibitor -2, SENP8 block 17, GRIN3A LBD mod 1, SENP6 block -8 and ATG4B inh -1.
`COc1ccc(CCNC(=O)c2c(N)n(CCN3CCOCC3)c3nc4ccccc4nc23)cc1` gave PfGluPho inh 17, SENP7 block 2, MPTP inh -2.4, HKDC1 inhibitor 2, SENP8 block -495, GRIN3A LBD mod -1, SENP6 block 18 and ATG4B inh -30.
CCN1CCN(C(c2cccs2)C(C)NC(=O)Oc2ccccc2)CC1 (stereo not drawn) was read as PfGluPho inh -9, SENP7 block 1, MPTP inh -0.7, HKDC1 inhibitor -4, SENP8 block 11, GRIN3A LBD mod -4, SENP6 block 13 and ATG4B inh -4.
`COc1ccc(CC(=O)N(CCN(C)C)CC2CCCN(Cc3ccccc3F)C2)cc1` (stereo not drawn) gave PfGluPho inh -2, SENP7 block -10, MPTP inh 2.6, HKDC1 inhibitor 4, SENP8 block 12, GRIN3A LBD mod 2, SENP6 block -11 and ATG4B inh 5.
CCCCCn1c(=O)c(C(=O)Nc2cccc(C)n2)c(O)c2ccccc21 was read as PfGluPho inh -32, SENP7 block -13, MPTP inh 6.0, HKDC1 inhibitor -13, SENP8 block -140, GRIN3A LBD mod -1, SENP6 block 3 and ATG4B inh 7.
`CCCn1cc(CN2CCCC(C(=O)c3cccc(OC)c3)C2)c(C)n1` (stereo not drawn) gave PfGluPho inh -8, SENP7 block -16, MPTP inh 0.1, HKDC1 inhibitor 5, SENP8 block 3, GRIN3A LBD mod -2, SENP6 block -9 and ATG4B inh 19.
`CC(C)C1(C)N=C(c2nc3ccccc3cc2C(=O)O)NC1=O` (stereo not drawn) gave PfGluPho inh 9, SENP7 block 1, MPTP inh -3.3, HKDC1 inhibitor -3, SENP8 block 15, GRIN3A LBD mod 1, SENP6 block -12 and ATG4B inh -10.
`ClC(Cl)=C(c1ccc(Cl)cc1)c1ccc(Cl)cc1` gave PfGluPho inh -13, SENP7 block -9, MPTP inh 77*, HKDC1 inhibitor -1, SENP8 block 18, GRIN3A LBD mod 0, SENP6 block -3 and ATG4B inh 7.
Cc1nc2c(C(=O)N3CCC4(CC3)OCCO4)cnn2c(C)c1Cc1cccc(Cl)c1 was read as PfGluPho inh 1, SENP7 block -3, MPTP inh -0.9, HKDC1 inhibitor -5, SENP8 block -442, GRIN3A LBD mod -2, SENP6 block -4 and ATG4B inh -8.
`COC(=O)C1=C(c2cccc(OC)c2OC)C[C@@H]2CC[C@H]1N2C(=O)NCc1cccc2ccccc12` gave PfGluPho inh 6, SENP7 block 5, MPTP inh -0.6, HKDC1 inhibitor 4, SENP8 block 11, GRIN3A LBD mod 1, SENP6 block -5 and ATG4B inh -7.
Screening COc1cc(OC)cc(C(=O)NC(=S)N2C[C@H]3C[C@H](C2)c2cccc(=O)n2C3)c1 returned PfGluPho inh 9, SENP7 block 5, MPTP inh 1.3, HKDC1 inhibitor -4, SENP8 block -150, GRIN3A LBD mod -1, SENP6 block -16 and ATG4B inh -29.
For CCOC(=O)C(O)(c1ccc(N(C)C(=O)c2ccc(Cl)c(Cl)c2)cc1)C(F)(F)F (stereo not drawn) the results were PfGluPho inh 14, SENP7 block -1, MPTP inh -0.6, HKDC1 inhibitor 2, SENP8 block -2, GRIN3A LBD mod -8, SENP6 block -17 and ATG4B inh -2.
For CCOC(=O)c1c(C)n(Cc2ccccc2)c2ccc(OCC(O)Cn3nc(C)cc3C)cc12 (stereo not drawn) the results were PfGluPho inh 16, SENP7 block -6, MPTP inh 1.6, HKDC1 inhibitor 2, SENP8 block 25, GRIN3A LBD mod -1, SENP6 block -7 and ATG4B inh 21.
COC(=O)C1=C(c2ccc(F)cc2OCc2ccccc2)C[C@@H]2CC[C@H]1N2C(=O)N1CCCC1 was read as PfGluPho inh 10, SENP7 block -2, MPTP inh 0.4, HKDC1 inhibitor -1, SENP8 block 9, GRIN3A LBD mod -2, SENP6 block 3 and ATG4B inh 5.
OC(c1ccccc1)(c1ccccc1)c1ccncc1 was read as PfGluPho inh 0, SENP7 block -2, MPTP inh 3.0, HKDC1 inhibitor 12, SENP8 block 8, GRIN3A LBD mod -3, SENP6 block -9 and ATG4B inh -9.
Screening O=c1[nH]c(=O)n(-c2ccccc2)c(O)c1/C=C1/C(c2ccccc2)=Nc2ccccc21 returned PfGluPho inh -11, SENP7 block 0, MPTP inh 1.3, HKDC1 inhibitor 20, SENP8 block -62, GRIN3A LBD mod -11, SENP6 block 2 and ATG4B inh -2.
Screening CCOC(=O)[C@]12Cc3cc4c(cc3[C@H]1N(Cc1ccccc1)C(=O)c1ccccc12)OCO4 returned PfGluPho inh 20, MPTP inh 0.2, HKDC1 inhibitor 2, SENP8 block 6, GRIN3A LBD mod 2 and ATG4B inh 8.
Screening CN1C(=O)N(C)C(=O)C(NS(=O)(=O)c2ccc(N)cc2)(c2ccccc2)C1=O returned PfGluPho inh -22, MPTP inh -2.3, HKDC1 inhibitor 9, SENP8 block 2, GRIN3A LBD mod -5 and ATG4B inh -2.
Screening CSc1ccc(CN2CCN(C(=O)COc3ccc(C)cc3)CC2)cc1 returned PfGluPho inh -7, SENP7 block -1, MPTP inh -0.4, HKDC1 inhibitor -11, SENP8 block 9, GRIN3A LBD mod -3, SENP6 block 13 and ATG4B inh -11.
CCOc1ccc(-c2c(C)n(-c3ccc(OCC)cc3)c3[n+]2CCCCC3)cc1 was read as PfGluPho inh 23, SENP7 block 3, MPTP inh 48, HKDC1 inhibitor 7, SENP8 block 25, GRIN3A LBD mod -1, SENP6 block -9 and ATG4B inh 0.
Screening CCOC(=O)C1C(=O)NC23CCCC2C1c1ccccc1O3 (stereo not drawn) returned PfGluPho inh 12, SENP7 block 4, MPTP inh 0.0, HKDC1 inhibitor 1, SENP8 block 5, GRIN3A LBD mod -1, SENP6 block -4 and ATG4B inh -18.
CC(=O)OC12COC1CC(O)C1(C)C(=O)C(O)C3=C(C)C(O)CC(O)(C(OC(=O)c4ccccc4)C21)C3(C)C (stereo not drawn) was read as PfGluPho inh -6, MPTP inh 0.0, HKDC1 inhibitor 1, SENP8 block 20, GRIN3A LBD mod -1 and ATG4B inh 7.
Screening COc1ccc(C(=O)O/N=C(/C(N)=O)P(=O)(OC(C)C)OC(C)C)cc1 returned PfGluPho inh -21, SENP7 block -7, MPTP inh 2.1, HKDC1 inhibitor 0, SENP8 block 19, GRIN3A LBD mod 5, SENP6 block -16 and ATG4B inh 5.
CNC(=S)N1CC2CC(C1)c1cccc(=O)n1C2 (stereo not drawn) was read as PfGluPho inh -19, SENP7 block 2, MPTP inh 0.3, HKDC1 inhibitor -5, SENP8 block 4, GRIN3A LBD mod -2, SENP6 block -13 and ATG4B inh -1.

A draw from above in order of number of heavy atoms, lowest first.
OC(c1ccccc1)(c1ccccc1)c1ccncc1 was read as PfGluPho inh 0, SENP7 block -2, MPTP inh 3.0, HKDC1 inhibitor 12, SENP8 block 8, GRIN3A LBD mod -3, SENP6 block -9 and ATG4B inh -9.
Screening CCOC(=O)C1C(=O)NC23CCCC2C1c1ccccc1O3 (stereo not drawn) returned PfGluPho inh 12, SENP7 block 4, MPTP inh 0.0, HKDC1 inhibitor 1, SENP8 block 5, GRIN3A LBD mod -1, SENP6 block -4 and ATG4B inh -18.
Screening CSc1ccc(CN2CCN(C(=O)COc3ccc(C)cc3)CC2)cc1 returned PfGluPho inh -7, SENP7 block -1, MPTP inh -0.4, HKDC1 inhibitor -11, SENP8 block 9, GRIN3A LBD mod -3, SENP6 block 13 and ATG4B inh -11.
For CCOC(=O)C(O)(c1ccc(N(C)C(=O)c2ccc(Cl)c(Cl)c2)cc1)C(F)(F)F (stereo not drawn) the results were PfGluPho inh 14, SENP7 block -1, MPTP inh -0.6, HKDC1 inhibitor 2, SENP8 block -2, GRIN3A LBD mod -8, SENP6 block -17 and ATG4B inh -2.
Screening O=c1[nH]c(=O)n(-c2ccccc2)c(O)c1/C=C1/C(c2ccccc2)=Nc2ccccc21 returned PfGluPho inh -11, SENP7 block 0, MPTP inh 1.3, HKDC1 inhibitor 20, SENP8 block -62, GRIN3A LBD mod -11, SENP6 block 2 and ATG4B inh -2.
Screening CCOC(=O)[C@]12Cc3cc4c(cc3[C@H]1N(Cc1ccccc1)C(=O)c1ccccc12)OCO4 returned PfGluPho inh 20, MPTP inh 0.2, HKDC1 inhibitor 2, SENP8 block 6, GRIN3A LBD mod 2 and ATG4B inh 8.
CC(=O)OC12COC1CC(O)C1(C)C(=O)C(O)C3=C(C)C(O)CC(O)(C(OC(=O)c4ccccc4)C21)C3(C)C (stereo not drawn) was read as PfGluPho inh -6, MPTP inh 0.0, HKDC1 inhibitor 1, SENP8 block 20, GRIN3A LBD mod -1 and ATG4B inh 7.

Additional structures follow.
Screening COP(=O)(NC(=O)C(Cl)(Cl)Cl)OC returned PfGluPho inh -2, SENP7 block -4, MPTP inh 1.1, HKDC1 inhibitor -9, SENP8 block 16, GRIN3A LBD mod -1, SENP6 block 3 and ATG4B inh -3.
Screening CC(=O)NC(Cc1ccc(N(CCCl)CCCl)cc1)C(=O)NC(C(=O)O)C(C)C (stereo not drawn) returned PfGluPho inh -2, SENP7 block -7, MPTP inh -1.1, HKDC1 inhibitor -8, SENP8 block -15, GRIN3A LBD mod -2, SENP6 block -1 and ATG4B inh -2.
Cc1nc2ccccc2c(=O)n1-c1cc([N+](=O)[O-])cc([N+](=O)[O-])c1 was read as PfGluPho inh 3, SENP7 block -7, MPTP inh 0.7, HKDC1 inhibitor 7, SENP8 block 29, GRIN3A LBD mod 2, SENP6 block -6 and ATG4B inh -6.
`Cc1cccc(CN2CCN(CC(=O)N3CCC4(CC3)OCCO4)C2=O)c1` gave PfGluPho inh -1, SENP7 block -7, MPTP inh 0.4, HKDC1 inhibitor 4, SENP8 block 9, GRIN3A LBD mod -1, SENP6 block -11 and ATG4B inh -17.
For Cc1cccc(N2C(=O)/C(=C/c3ccc(N4CCN(C)CC4)o3)C(=O)NC2=S)c1C the results were PfGluPho inh 3, SENP7 block 3, MPTP inh 1.7, HKDC1 inhibitor -1, SENP8 block 31, GRIN3A LBD mod -5, SENP6 block -3 and ATG4B inh -3.

This is a subset, so the mix of outcomes need not match the whole.
